AmpC detergent: AmpC beta-lactamase inhibition with detergent present | actives 0.041% (n = 370,000) | AID 485294 | P00811 | AmpC hydrolysis of nitrocefin, absorbance 480 nm, 0.01% Triton | Potency, µM (highest dose often 114 µM), inactives show at the highest dose activity change, negative = inhibition, hits mostly inhibitors;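 further: potency means the concentration at half of the fitted maximal effect; 0% = no-compound wells and -100% = no-enzyme wells; nearly all actives have a fitted effect of over 25% in size; some results filed as inactive show a strong effect at the top dose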
Target sequence (P00811 whole entry, looked up): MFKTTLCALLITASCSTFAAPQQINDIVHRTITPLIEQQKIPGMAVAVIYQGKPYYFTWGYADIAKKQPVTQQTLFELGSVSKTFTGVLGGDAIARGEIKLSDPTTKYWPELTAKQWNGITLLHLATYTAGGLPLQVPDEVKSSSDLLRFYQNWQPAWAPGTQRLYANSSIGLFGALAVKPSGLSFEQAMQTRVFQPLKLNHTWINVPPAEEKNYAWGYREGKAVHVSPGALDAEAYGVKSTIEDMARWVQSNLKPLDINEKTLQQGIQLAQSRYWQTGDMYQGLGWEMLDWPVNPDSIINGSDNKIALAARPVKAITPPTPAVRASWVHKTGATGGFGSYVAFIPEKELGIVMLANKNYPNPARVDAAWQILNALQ
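20 mM phosphate pH 7.0 + 0.01% (detergent screen) or 0.0001% Triton X-100; 5.3 nM AmpC reagent; cpd preinc 15 min RT; nitrocefin (800 uM stock) to start; A480 q20 s × 4 min; Activity was normalised to no-enzyme and no-compound control wells.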
FBPA Giardia inh: blocks Giardia fructose-bisphosphate aldolase activity; Potency, µM (top dose mostly 59.6 µM), inactives show top-dose activity, negative = inhibition, most hits filed as inhibitors; purified Giardia FBPA; actives 0.71% (n = 290,000); A8B2U2; AID 2451; further: potency means the concentration at half of the fitted maximal effect; nearly all actives have a fitted effect of over 55% in size
Target sequence (A8B2U2 whole entry, looked up): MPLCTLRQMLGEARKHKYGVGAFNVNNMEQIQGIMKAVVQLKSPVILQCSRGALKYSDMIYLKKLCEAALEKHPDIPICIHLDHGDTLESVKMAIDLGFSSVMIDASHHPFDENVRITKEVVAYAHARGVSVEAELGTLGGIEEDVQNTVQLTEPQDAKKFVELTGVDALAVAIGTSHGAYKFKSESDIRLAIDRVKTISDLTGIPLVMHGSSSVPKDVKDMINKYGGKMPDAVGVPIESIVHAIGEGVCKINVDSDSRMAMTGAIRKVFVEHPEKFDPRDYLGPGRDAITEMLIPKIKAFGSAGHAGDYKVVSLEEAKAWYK
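Giardia FBPA (40 nM reagent) was preincubated 10 min at RT with compound (up to 57.5 uM final), then substrate plus GAPDH/TPI/NAD/arsenate coupling system with diaphorase/resazurin was added; resorufin fluorescence (525/598 nm) was read after 20 min.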
Sm TGR inh: blocks Schistosoma mansoni thioredoxin glutathione reductase | purified TGR, DTNB reduction, TNB absorbance 405 nm | Potency, µM (doses to about 114 µM), inactives show at the highest dose activity change, negative = inhibition, actives largely listed as inhibitors | AID 485364 | Q962Y6 | actives 3% (n = 360,000); further: potency means the concentration at half of the fitted maximal effect; nearly all actives have a fitted effect of over 60% in size
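First, TGR (20 nM dispensed) and NADPH were mixed with compound. Second, a 15 min room-temperature incubation followed. Third, further NADPH and then DTNB were added to start the reaction. Finally, TNB absorbance was monitored kinetically.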
HCMV antiviral: inhibitors of human cytomegalovirus | HFF cells, HCMV-luciferase reporter, 72 h; active compounds read low | activity change, negative = inhibition, % at 57.5 µM | actives 4.5% (n = 410,000) | AID 1259415; in the data active means activity change below about -60%; inconclusive means no clear call, values can overlap the other calls; inactive means above about -39%
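Steps: HFFs plated, 16 h 37C; compounds added; HCMV-luciferase added to MOI 1 PFU/cell; 72 h 37C; OneGlo reagent, 5 min room temperature; luminescence read, normalized to controls.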
AMA1-RON2 inh: disrupts binding of P. falciparum AMA1 to RON2 | AlphaScreen AMA1-biotinylated RON2 peptide binding | Potency, µM (doses to about 58.2 µM), for the others: at the highest dose activity change, negative = inhibition, actives largely listed as inhibitors | actives 0.2% (n = 360,000);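 further: potency means the concentration at half of the fitted maximal effect; 0% = vehicle wells and -100% = peptide control; nearly all actives have a fitted effect of over 45% in size; some results filed as inactive show a strong effect at the top dose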
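AMA1 (3D7) with his tag at 25 nM final met compounds first, then biotinylated RON2 peptide at 25 nM; detection used donor plus acceptor beads, 10 µg/mL apiece, read by AlphaScreen after 30 min at room temperature.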
AmpC inh no detg: AmpC beta-lactamase inhibition without detergent; AID 485341; Potency, µM (highest dose often 57.1 µM), for inactives: top-dose activity change, negative = inhibition, hits mostly inhibitors; actives 0.52% (n = 330,000); AmpC nitrocefin hydrolysis, absorbance 480 nm, 0.0001% Triton; P00811;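 further: potency means the concentration at half of the fitted maximal effect; plate controls were no compound for no effect and no enzyme for full effect; nearly all actives have a fitted effect of over 20% in size; some results filed as inactive show a strong effect at the top dose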
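20 mM phosphate pH 7.0 + 0.01% (detergent screen) or 0.0001% Triton X-100; 5.3 nM AmpC reagent; cpd preinc 15 min RT; nitrocefin (800 uM stock) to start; A480 q20 s × 4 min; Activity was normalised to no-enzyme and no-compound control wells.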
Starred values were filed as active, the others as inactive; ? = inconclusive; . = no result given; & = joins results of further samples; [ ] = remark or other dose. Unless noted, the call rests on the fitted dose curve; in most records, active means well fitted curve in the direction sought with a large enough effect; inconclusive means small, poorly fitted or top-dose-only effect, or another doubt; inactive means no such curve, though single readings can be large; an effect the other way counts as inactive or inconclusive. Unless noted, on the % scale 0 is the no-effect control and ±100 the full control effect.

SMILES | AmpC detergent | FBPA Giardia inh | Sm TGR inh | HCMV antiviral | AMA1-RON2 inh | AmpC inh no detg
CS(=O)(=O)Cc1cccc(C(=O)NC2CCSc3ccccc32)c1 (stereo unspecified) | 7% | -8% | 10% | -29 | -11% | 11%
C=CCn1c(O)c(C(CC)=NC(C)c2ccccc2)c(=O)[nH]c1=O (stereo unspecified) | -13% | 3% | 1% | 234 | 1% | -5%
CCN(CC)S(=O)(=O)c1cccc(C(=O)OCC(=O)Nc2ccc3c(c2)c2ccccc2n3CC)c1 | 1% | -2% | -7% | -3 | -17% | -37%
CCNC(=O)N1CCN(CCCC(c2ccc(F)cc2)c2ccc(F)cc2)CC1 | ? | -1% | -14% | -79* | -8% | 200%[activator]
Cc1c(NC(=O)c2ccc(F)cc2)c(=O)n(-c2ccccc2)n1C | ? | 2% | -7% | -10 | -3% | -2%
CC1=NC(C(F)(F)F)(C(F)(F)F)C(C#N)=C(C)N1 | 3% | 0% | 1% | 11 | -2% | -3%
Cc1cccc(Cn2cccc(C(=O)Nc3ccc4c(c3)OCCO4)c2=O)c1 | 3% | . | 9% | -12 | . | .
CCN1CCN(C(=O)c2ccc3c(c2)N(Cc2cc(C)ccc2C)C(=O)c2ccccc2S3(=O)=O)CC1 | 12% | . | -6% | 24 | . | .
CCOC(=O)c1cccc(NC(=O)Nc2c(C)n(C)n(-c3ccccc3)c2=O)c1 | 6% | . | 0% | -9 | . | .
Cc1ccc(CCN2CC(C(=O)NCCN3CCCCCC3)CC2=O)cc1 (stereo unspecified) | -3% | ? | -21% | -6 | -1% | 68%[activator]
C=CCn1c(COc2ccc(F)cc2)nnc1SCC(=O)NC1CCS(=O)(=O)C1 (stereo unspecified) | -5% | . | 0% | -20 | -21% | -19%
Cc1ccc([N+](=O)[O-])cc1N=C(c1cccc(Br)c1)N1CCOCC1 | ? | 6% | -19% | -8 | ? | 32%
COc1ccccc1NC(=O)NCCN1CCN(c2cccc(Cl)c2)CC1 | -5%&21% | -1% | 8%&5% | 40&-5 | 6% | 21%
N#Cc1c(C(F)(F)F)cc(-c2ccccc2)n(N)c1=O | -5% | 4% | -19% | -16 | -6% | -7%
CCCCN(C(=O)c1ccc(NC2CC2)c([N+](=O)[O-])c1)c1c(N)n(CC(C)C)c(=O)[nH]c1=O | -14% | . | -2% | 20 | 0% | -12%
Cc1ccc2c(c1)N(C(=O)CCC(=O)NC1CCC(C)CC1)CCO2 (stereo unspecified) | -12% | -11% | 4% | -7 | -1% | 49%[activator]
c1ccc(N2CCN(c3nnnn3-c3ccccc3)CC2)cc1 | 1% | 8% | 3% | -25 | -5% | 18%
OCCN1CCN(CC(O)COc2ccc(Cl)cc2)CC1 (stereo unspecified) | 2% | -13% | -7% | 12 | 1% | -20%
Clc1ccc(Nc2cc(-c3ccccc3)nc3ncnn23)cc1 | 0% | 15% | 2% | -13 | 42%[activator] | -10%
CCC(=O)Nc1ccc(C)cc1-c1nc2ccccc2n(CC(=O)c2ccc(C)cc2)c1=O | 33%[activator] | . | -2% | 12 | . | .
CCCCc1c(C)nc2ccc(Br)cc2c1SC(N)N | 5% | -8% | 0% | 5 | -2% | -13%
COc1ccc2c(CNC3CCC(C)CC3)c(C(=O)O)n(Cc3ccc(F)cc3)c2c1 (stereo unspecified) | 3% | . | -1% | -9 | . | .
Cc1ccc(O)c(-c2cc(-c3ccc(F)cc3)no2)c1 | -3% | 2% | 3% | 91 | -2% | -40%
COc1ccc(C2CC(=O)c3cnn(-c4nc(C)cc(C)n4)c3C2)cc1 (stereo unspecified) | 4% | 7% | 3% | 10 | -9% | 77%[activator]

Exported as labelled records: part of the list above.
Cc1cccc(Cn2cccc(C(=O)Nc3ccc4c(c3)OCCO4)c2=O)c1
  AmpC detergent: 3%
  FBPA Giardia inh: .
  Sm TGR inh: 9%
  HCMV antiviral: -12
  AMA1-RON2 inh: .
  AmpC inh no detg: .
CCN1CCN(C(=O)c2ccc3c(c2)N(Cc2cc(C)ccc2C)C(=O)c2ccccc2S3(=O)=O)CC1
  AmpC detergent: 12%
  FBPA Giardia inh: .
  Sm TGR inh: -6%
  HCMV antiviral: 24
  AMA1-RON2 inh: .
  AmpC inh no detg: .
CCOC(=O)c1cccc(NC(=O)Nc2c(C)n(C)n(-c3ccccc3)c2=O)c1
  AmpC detergent: 6%
  FBPA Giardia inh: .
  Sm TGR inh: 0%
  HCMV antiviral: -9
  AMA1-RON2 inh: .
  AmpC inh no detg: .
Cc1ccc(CCN2CC(C(=O)NCCN3CCCCCC3)CC2=O)cc1 (stereo unspecified)
  AmpC detergent: -3%
  FBPA Giardia inh: ?
  Sm TGR inh: -21%
  HCMV antiviral: -6
  AMA1-RON2 inh: -1%
  AmpC inh no detg: 68%[activator]

Next part:
SMILES | AmpC detergent | FBPA Giardia inh | Sm TGR inh | HCMV antiviral | AMA1-RON2 inh | AmpC inh no detg
COc1ccc(OC)c2sc(NC(=O)c3ccc(Cl)s3)nc12 | 8% | 19% | 3% | -8 | 26% | -14%
COCC(=O)N1CCC(Oc2ccc(C(=O)N(C)C3CCCCC3)cc2)CC1 | ? | 7% | -26% | -9 | 0% | 29%
COC(=O)c1c(-c2cccc(C)c2)csc1N | ? | -24% | 13% | -19 | -4% | -43%
COc1ccc(-c2csc(NC(=O)CSc3nc4ccccc4c(=O)[nH]3)n2)cc1 | 1% | -9% | -7% | -9 | -26% | -36%
O=[N+]([O-])c1cccc(S(=O)(=O)[N-]c2nc3ccccc3nc2-n2cc[n+](Cc3ccccc3)c2)c1 | 0% | 0% | 5% | 9 | -1% | 1%
CCN(CC(=O)Nc1c(F)cccc1F)C(=O)C1CC1 | -5% | . | 13% | -13 | -3% | -6%
O=C(c1cccc(Cl)c1)N1CCN(S(=O)(=O)c2ccc(Cl)s2)CC1 | -2% | . | -2% | 44 | -2% | -1%
O=C(COC(=O)c1cccc(-n2cnnn2)c1)c1ccc(F)cc1 | -17% | . | 0% | 49 | 0% | -36%
CCOc1ccccc1N(C)C(=O)C1CCN(S(=O)(=O)c2cccc3nonc23)CC1 | ? | -2% | -5% | -3 | -2% | 71%[activator]
COc1ccc2c(c1)-c1nc(NC(=O)c3cc(OC)c(OC)c(OC)c3)sc1CC2 | 32%[activator] | . | 17% | -16 | . | .
Cc1ccccc1NC(=O)c1cccc(N2C(=O)C3CCC(C)CC3C2=O)c1 (stereo unspecified) | -9% | 3% | -6% | -6 | -1% | 5%
O=C(CSCC(=O)N1CCCCC1)OCC(=O)c1c[nH]c2ccccc12 | 7% | 3% | -36% | 29 | -7% | -4%
CC(=O)NCCc1ccc(S(=O)(=O)Nc2ccc(C)c(S(=O)(=O)N3CCOCC3)c2)cc1 | 0% | . | -15% | -20 | -9% | 2%
CCCSc1nc2ccsc2c(=O)n1CC | ? | 10% | 4% | -26 | 18% | -15%
Cn1cnnc1Sc1ccc(C(=O)NCCC23CC4CC(CC(C4)C2)C3)cc1[N+](=O)[O-] | 1% | -10% | -3% | ? | -4% | 197%[activator]
O=C1NC(=Nc2ccc(O)cc2)S/C1=C\C=C\c1ccco1 | 2% | -8% | 14µM* | ? | -10% | 18µM*
Cc1ccc(S(=O)(=O)NC2CC(C)(C)NC(C)(C)C2)cc1 | -6% | -24% | -2% | 21 | 16% | -10%
COc1ccc(CNC(=O)C[C@H]2C[C@H](C(=O)N3CCCCC3)[C@@]3(C)c4[nH]c5cc(CCC(=O)N(C)C)ccc5c4CCN3C2=O)cc1OC | . | . | . | 47 | -3% | 200%[activator]
FC(F)(F)c1ccc(Cl)c(-n2c(-c3cc(C4CC4)[nH]n3)n[nH]c2=S)c1 | -2% | 0% | -2% | 29 | 86%[activator] | -27%
Cn1c(SCc2cccc(Br)c2)nc2c1c(=O)[nH]c(=O)n2C | -7% | 5% | 8% | 52 | -2% | -15%
COc1ccccc1CCC(=O)Nc1nccs1 | -11% | -5% | -28% | -26 | -1% | -14%
COc1ccc(S(=O)(=O)N2Cc3ccccc3CC2C(=O)Nc2cc(Cl)ccc2Cl)cc1 (stereo unspecified) | 0% | . | 0% | 5 | . | .
COc1cc(CNCCc2ccccc2)ccc1OCC(=O)NC(C)(C)C | -3% | -2% | 20% | -20 | 13% | 29%
O=C(NCCc1ccccc1)c1cc2sccc2n1Cc1ccc(F)cc1 | 10% | . | -9% | 3 | . | .
O=P(c1ccccc1)(c1ccccc1)C(O)c1ccc(Br)cc1 (stereo unspecified) | -5% | 8% | -1% | 54 | 9% | 1%
Cc1[nH]c(C)c(S(=O)(=O)N2CCN(c3ccccc3)CC2)c1C(=O)N1CCCCC1 | -7% | . | -5% | -15 | 0% | 65%[activator]
O=C(O)C1(NS(=O)(=O)c2ccc(Cl)cc2)CCCCC1 | -3% | 1% | 0% | 29 | 4% | -16%
COC(=O)Cc1ccc(NC(=S)NCc2ccco2)cc1 | -13% | 0% | -28% | 69 | -25% | 2%[2.29 µM]
Cc1nc2c(c(=O)c3ccccc3n2C)c(=O)n1C1CCCCCC1 | -10% | 6% | 1% | -17 | 6% | -22%
COc1ccc(-c2cc(C(F)(F)F)n3nc(C(=O)NCc4ccco4)cc3n2)cc1 | -17% | -1% | ? | -35 | 5% | 111%[activator]
COc1ccc2c(c1)C(=O)N(c1ccccc1OC)C(=O)C2 | -11% | 2% | 68%[activator] | -2 | 2% | 1%
COc1ccc(C2C(C(C)=O)=C(O)C(=O)N2c2ccc(O)cc2)cc1 (stereo unspecified) | 3% | -9% | -18% | 22 | -2% | -16%
CC(CC(=O)NC(C)c1ccc2c(c1)OCCO2)c1ccccc1 (stereo unspecified) | 3% | 9% | 1% | -23 | -6% | -8%
C/C=C(\C)CN1CCc2cc(OC)c(OC)cc2C1 | 22% | 40% | -1% | 52 | -7% | -4%
CN(C)c1ccc(CN(Cc2ccco2)C(=O)c2ccc(F)cc2)cc1 | 15% | . | 2% | -39 | . | .
Cc1ccc(CS(=O)(=O)CCC(=O)NCc2ccccn2)cc1 | -8% | 5% | -32% | 10 | -1% | -15%
CC(C)(C)OC(=O)NCCCC[C@H](NC(=O)c1nc[nH]c1C(=O)NC(c1ccccc1)c1ccccc1)C(=O)OC(C)(C)C | 8% | -28% | 10% | ? | 148%[activator] | -6%
O=C(CSc1nccc(=O)[nH]1)NCc1ccc2c(c1)OCO2 | -9% | . | 0% | -14 | 0% | -41%
Cc1cc(C(=O)N/N=C/c2cc(N=Nc3ccccc3)ccc2O)n[nH]1 | -11% | -8% | -4% | . | -19% | -12%
COc1ccc(N(CC(=O)Nc2ccc(C)cc2C)S(=O)(=O)c2ccccc2[N+](=O)[O-])c(OC)c1 | 4% | -4% | 12% | -17 | -14% | -6%
Cc1c(C)n(C(=O)CN2CCC(C(N)=O)CC2)c2ccccc12 | 2% | 5% | 1% | ? | 0% | .

Screening results deposited in PubChem BioAssay by National Center for Advancing Translational Sciences (NCATS).
